L3MBTL1 block = qHTS Assay for the Inhibitors of L3MBTL1 | AlphaScreen L3MBTL1–H3K9me1 peptide binding | Potency, µM (series often up to 57.1 µM), for inactives: at the top dose activity, negative = inhibition, actives largely listed as inhibitors | 230,000 compounds, 0.66% hits; further: on the % scale 0 is the no-effect control and ±100 the full control effect; nearly all actives have a fitted effect of over 60% in size
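AlphaScreen proximity signal between nickel-chelate acceptor and streptavidin donor beads (final 10 ug/mL) reports binding of 50 nM L3MBTL1 to 75 nM biotin-H3 K9me1 peptide; complex incubated with compounds 30 min at room temperature; cefsulodin titration as control.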
Lamin A splicing = qHTS Assay for Modulators of Lamin A Splicing. HeLa LMNA splicing GFP/RFP minigene ratio, 48 h. Potency, µM (top dose mostly 46.1 µM), for the others: at the top dose ratio change, negative = inhibition, most hits filed as inhibitors. 200,000 compounds, 0.01% hits; active means well fitted inhibition curve with a large enough effect in the signal ratio, with a control signal flat, not every such curve was filed as active; inconclusive means small, poorly fitted or top-dose-only effect, or effect the other way, or a change in a side signal; the % refers to the signal ratio; further: on the % scale 0 is the no-effect control and ±100 the full control effect
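S3 HeLa stable clones carrying a lamin A-EGFP splicing minigene plus DsRed2 were seeded at 600 cells/well in Opti-MEM with 2% FBS, pin-dosed and incubated 48 h at 37°C. Acumen cytometry (488 nm) gave the GFP/RFP total-intensity ratio.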
KDM4E inh = qHTS Assay for Inhibitors of Human Jumonji Domain Containing 2E (JMJD2E) | Lysine-specific demethylase 4E (Homo sapiens), B2RXH2 | JMJD2E catalytic domain, FDH-coupled NADH fluorescence (FDH is formaldehyde dehydrogenase) | Potency, µM (highest dose often 57.1 µM), for inactives: top-dose activity change, negative = inhibition, actives largely listed as inhibitors | 230,000 compounds, 1.6% hits; active means well fitted inhibition curve with a large enough effect, not every such curve was filed as active; inconclusive means small, poorly fitted or top-dose-only effect, or another doubt; inactive means no such curve, though single readings can be large or run the other way;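 further: 0% = wells with enzyme and -100% = buffer wells without enzyme; nearly all actives have a fitted effect of over 50% in size; many of its hits are not listed in these tables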
Target sequence (B2RXH2 1-337 limits assumed): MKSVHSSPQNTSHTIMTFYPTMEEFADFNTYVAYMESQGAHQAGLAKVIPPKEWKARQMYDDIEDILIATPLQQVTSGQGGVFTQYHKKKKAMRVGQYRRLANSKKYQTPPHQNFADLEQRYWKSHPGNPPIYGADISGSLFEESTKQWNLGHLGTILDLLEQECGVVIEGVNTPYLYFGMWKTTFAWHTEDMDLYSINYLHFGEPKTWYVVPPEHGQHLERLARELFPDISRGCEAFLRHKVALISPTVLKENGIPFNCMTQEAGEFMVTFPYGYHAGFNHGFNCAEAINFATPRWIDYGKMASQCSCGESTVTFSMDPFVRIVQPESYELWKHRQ
KinaseGlo FLuc = Counterscreen for Luciferase (Kinase-Glo TM) Inhibition; Luciferin 4-monooxygenase (Photuris pensylvanica), Q27757; Kinase-Glo luciferase, ATP luminescence, 8 min; Potency, µM (titrated, usually from 38.3 µM), for the others: at the highest dose activity change, negative = inhibition, most hits filed as inhibitors; 200,000 compounds, 0.28% hits; further: on the % scale 0 is the no-effect control and ±100 the full control effect; nearly all actives have a fitted effect of over 60% in size
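Kinase-Glo luciferase light output from ATP and luciferin was measured with 10 uM ATP, within the enzyme's linear range. Buffer: 50 mM imidazole pH 7.2, 50 mM KCl, 7 mM MgCl2, 0.01% Tween 20, 0.05% BSA; luminescence read after 8 min at ambient temperature.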
SMN2 splice enh = qHTS Assay for Enhancers of SMN2 Splice Variant Expression; HEK293 SMN2-luciferase splicing reporter, luminescence, 30-36 h; Potency, µM (titrated, usually from 46.1 µM), for inactives: at the top dose activity change, positive = activation, actives largely listed as activators; 210,000 compounds, 2.8% hits; AID 1458, 2008; further: % of control where 0% means no effect; nearly all actives have a fitted effect of over 55% in size
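HEK293 cells carry an SMN2 minigene-luciferase reporter in which exon 7 inclusion puts luciferase in frame. Cells were seeded at 2000 cells/well, attached for 10-12 hours, then exposed to compounds for 30-36 hours at 37C before ONE-Glo luminescence.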
Tau ThT inhib = qHTS for Inhibitors of Tau Fibril Formation, Thioflavin T Binding; Microtubule-associated protein tau (Homo sapiens), P10636; recombinant tau K18 P301L (four-repeat tau fragment), heparin-induced fibrillization, ThT fluorescence; Potency, µM (highest dose often 57.4 µM), for the others: at the top dose activity, negative = inhibition, usual class: inhibitors; 270,000 compounds, 2.1% hits; AID 1460, 2008; further: on the % scale 0 is the no-effect control and ±100 the full control effect; nearly all actives have a fitted effect of over 55% in size
Target sequence (P10636 561-689 P618L limits assumed): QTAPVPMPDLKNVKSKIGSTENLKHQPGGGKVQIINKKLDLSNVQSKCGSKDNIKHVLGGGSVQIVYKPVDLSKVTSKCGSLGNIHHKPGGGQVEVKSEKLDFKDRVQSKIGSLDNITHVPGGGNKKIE
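Heparin-induced (20 uM) aggregation of recombinant human K18 P301L tau, 15 uM unlabeled with 0.24 uM labeled, pH 7 acetate buffer, 6 hr at 37 C with compound. Fibrils quantified by 30 uM ThT fluorescence after 1 hr ambient incubation.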
ALDH1A1 block = qHTS Assay for Inhibitors of Aldehyde Dehydrogenase 1 (ALDH1A1) | Aldehyde dehydrogenase 1A1 (Homo sapiens), P00352 | Purified ALDH1A1, NADH fluorescence, propionaldehyde substrate | Potency, µM (titrated, usually from 75.3 µM), for inactives: at the highest dose activity, negative = inhibition, usual class: inhibitors | 220,000 compounds, 7.3% hits | AID 1030, 2008; active means well fitted inhibition curve with a large enough effect, not every such curve was filed as active; inconclusive means small, poorly fitted or top-dose-only effect, or another doubt; inactive means no such curve, though single readings can be large or run the other way;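 further: plate controls were no enzyme wells and a reference inhibitor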
Target sequence (P00352 whole entry, looked up): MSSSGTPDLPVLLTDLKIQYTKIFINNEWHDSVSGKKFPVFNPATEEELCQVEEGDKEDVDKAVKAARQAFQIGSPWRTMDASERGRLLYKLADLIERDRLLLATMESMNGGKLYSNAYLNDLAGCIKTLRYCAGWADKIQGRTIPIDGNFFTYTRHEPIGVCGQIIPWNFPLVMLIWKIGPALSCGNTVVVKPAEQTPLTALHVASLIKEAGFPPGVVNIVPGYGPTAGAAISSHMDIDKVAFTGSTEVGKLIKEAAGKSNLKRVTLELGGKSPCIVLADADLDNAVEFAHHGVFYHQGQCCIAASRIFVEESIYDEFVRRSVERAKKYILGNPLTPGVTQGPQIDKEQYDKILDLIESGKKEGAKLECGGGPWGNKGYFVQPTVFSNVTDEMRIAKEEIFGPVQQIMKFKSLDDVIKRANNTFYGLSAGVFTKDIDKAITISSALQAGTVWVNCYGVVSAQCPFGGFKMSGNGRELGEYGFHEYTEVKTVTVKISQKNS
RECQ1 helicase = qHTS Assay for Inhibitors of RecQ-Like Dna Helicase 1 (RECQ1) | ATP-dependent DNA helicase Q1 (Homo sapiens), P46063 | RECQ1 DNA unwinding, red fluorescence kinetic read | Potency, µM (series often up to 57.3 µM), for the others: at the highest dose activity, negative = inhibition, hits mostly inhibitors | 240,000 compounds, 0.54% hits | AID 2549, 2010;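 further: plate controls were vehicle for no effect and no enzyme for full effect; nearly all actives have a fitted effect of over 30% in size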
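50 nM RECQ1T1 preincubated 15 min with compound in Tris pH 8.0 buffer with MgCl2, DTT, Tween-20 and 2.5 ug/ml poly(dI-dC); started with 200 nM TAMRA/BHQ-2 forked duplex and 2 mM ATP. Unwinding read as fluorescence (525/598 nm), two reads 2 h apart.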
The depositor's hits bear a star; i = inactive; ? = inconclusive; nt = no result given; [ ] = dose if it differs, or a comment. Unless noted, the call rests on the fitted dose curve; in most records, active means well fitted curve in the direction sought with a large enough effect; inconclusive means small, poorly fitted or top-dose-only effect, or another doubt; inactive means no such curve, though single readings can be large; an effect the other way counts as inactive or inconclusive. Potency means the concentration at half of the fitted maximal effect. These rows are one share of the data; the hit share may differ from the screen's.

SMILES	L3MBTL1 block	Lamin A splicing	KDM4E inh	KinaseGlo FLuc	SMN2 splice enh	Tau ThT inhib	ALDH1A1 block	RECQ1 helicase
Cc1cccc(-n2ncc3c(NCCCN4CCCC4=O)ncnc32)c1	-9%	?	-3%	1%	-10%	?	?	4%
CCN(CC)S(=O)(=O)c1ccc(C(=O)OCC(=O)NCc2ccco2)cc1	-22%	1%[46 µM]	8%	1%	8%	-3%	-7%	i
COc1cc(C(O)P(=O)(OC(C)C)c2ccc(N(C)C)cc2)cc(OC)c1OC (stereo unspecified)	-3%	-1%	-13%	-4%	-2%	11%	10%	0%
Nc1nccc(/C=C/c2c(Cl)cccc2Cl)n1	-7%	nt	?	nt	nt	?	nt	-7%
O=c1c2ccccc2nnn1CSc1ccccc1F	14%	-7%	-3%	-10%	10µM*	1%	-16%	-1%
Cc1ccc(CC2(O)CC(C)N(C)CC2C)c(C)c1 (stereo unspecified)	0%	6%	0%	1%	-2%	-9%	8%	5%
COC(=O)c1c(NC(=O)CSc2n[nH]c(N)n2)sc(C)c1C	-11%	7%	-9%	-7%	7%	-4%	9%	-6%
O=C(/C(=C/O)N=Nc1ccccc1)c1cccs1	-25%	10%[46 µM]	-2%	-3%	-25%	28µM*	10µM*	-2%
CC(=O)Nc1ccc(C(=O)NCC(=O)OCc2c(F)cccc2Cl)cc1	-3%	1%[46 µM]	-7%	0%	?	1%	11%	i
COC(=O)CC1C(C)(C)C2(O)OC34CC2C(=O)[C@@]1(C)C3CC[C@]1(C)C4=CC(=O)OC1c1ccoc1 (stereo partly specified)	nt	nt	-5%	-10%	-16%	-7%	9%	-1%
CCSC1=NC(C)(C)C=C(C)N1	6%	-3%	2%	0%	-4%	-18%	-2%	0%
COc1ccc(S(=O)(=O)Cc2ccc(C(=O)N3CCN(C4CCCCC4)CC3)o2)cc1	1%	1%	2%	1%	6%	-7%	?	-13%
COc1cc(NC(=O)c2ccco2)c(OC)cc1NC(=O)c1cc(OC)c(OC)c(OC)c1	-1%	?	?	1%	26%	?	-12%	-5%
CCOP(=O)(c1ccc(N(C)C)cc1)C(O)c1c(Cl)cccc1Cl (stereo unspecified)	-1%	9%	-6%	1%	5%	-2%	0%	-4%
CC(C)C(NS(=O)(=O)c1cccs1)C(=O)NCc1ccc2c(c1)OCO2 (stereo unspecified)	-10%	-9%	-1%	4%	25%	-12%	?	2%
CCN1C(=O)C(CC(=O)Nc2c(C)cccc2C)SC1=Nc1ccc(S(N)(=O)=O)cc1 (stereo unspecified)	?	1%	10%	1%	-4%	-3%	?	-5%
CNC(=O)N/N=C(\N)c1ccccn1	7%	?	10%	nt	nt	-8%	9%	-1%
Cc1cnc(C(=O)Nc2ccc(N3CCCCC3)cc2)cn1	nt	3%[46 µM]	12%	-2%	11µM*	?	2%	-5%
COc1cccc(C(=O)NCC2CCCO2)c1 (stereo unspecified)	-6%	-6%	-3%	-3%	20%	3%	1%	2%
CC(C)C(=O)Nc1cccc(C(=O)NCCc2ccc(S(N)(=O)=O)cc2)c1	nt	1%	-6%	4%	20%	1%	-6%	i

Compound profiles (already shown). Order of values: L3MBTL1 block	Lamin A splicing	KDM4E inh	KinaseGlo FLuc	SMN2 splice enh	Tau ThT inhib	ALDH1A1 block	RECQ1 helicase
Results for COC(=O)c1c(NC(=O)CSc2n[nH]c(N)n2)sc(C)c1C : -11%	7%	-9%	-7%	7%	-4%	9%	-6%
Results for CC(=O)Nc1ccc(C(=O)NCC(=O)OCc2c(F)cccc2Cl)cc1 : -3%	1%[46 µM]	-7%	0%	?	1%	11%	i
Results for COc1cc(NC(=O)c2ccco2)c(OC)cc1NC(=O)c1cc(OC)c(OC)c(OC)c1 : -1%	?	?	1%	26%	?	-12%	-5%
Results for O=c1c2ccccc2nnn1CSc1ccccc1F : 14%	-7%	-3%	-10%	10µM*	1%	-16%	-1%
Results for CCN1C(=O)C(CC(=O)Nc2c(C)cccc2C)SC1=Nc1ccc(S(N)(=O)=O)cc1 (stereo unspecified) : ?	1%	10%	1%	-4%	-3%	?	-5%

Further entries follow:
SMILES	L3MBTL1 block	Lamin A splicing	KDM4E inh	KinaseGlo FLuc	SMN2 splice enh	Tau ThT inhib	ALDH1A1 block	RECQ1 helicase
CC1(C)CC(=O)C(C=Nc2ccc3c(c2)OCO3)=C(O)C1	nt	-7%	?	-6%	?	-11%	13µM*	1%
Cc1nn(-c2ccccc2)c(C)c1[N+](=O)[O-]	1%	-7%[46 µM]	1%	-4%	-8%	-5%	8%	-4%
Cc1csc(NC(=O)CN2CCCCCC2)n1	-2%	-1%	?	-2%	7%	-6%	-5%	14%
COc1cc(C2c3cc4c(cc3C(O[C@@H]3OC5COC(c6cccs6)OC5C(O)C3O)C3COC(=O)C23)OCO4)cc(OC)c1O (stereo partly specified)	nt	?	3%	-3%	-57%[inhibitor]	-14%	1%	10%
O=C(O)[C@H]1C(=CCO)O[C@H]2CC(=O)N12	nt	?	1%	-2%	-16%	-2%	?	18%
CC(=O)c1c(C)[nH]c(C(=O)Nc2nccs2)c1C	nt	nt	0%	3%	13µM*	-6%	1%	2%
CCCNc1nc(OCC(F)(F)F)nc(OCC(F)(F)F)n1	nt	13%	1%	-3%	-16%	0%	0%	i
CCCS(=O)(=O)n1nc(-c2ccccc2)cc1N	nt	-5%	-6%	4%	14%	-10%	1%	-3%
COc1ccc(CN(C(=O)c2ccc3c(c2)OCCO3)C(C(=O)NC2CCCCC2)c2ccc3ncccc3c2)cc1 (stereo unspecified)	-4%	7%[0.0737 µM]	3%	2%	1%	-8%	?	-6%
CC1=CCC2([N+](=O)[O-])CN(CC(=O)O)CC1([N+](=O)[O-])C2 (stereo unspecified)	-4%	13%	2%	-6%	nt	1%	-69%	-2%

Tau ThT inhib: hit marks shown above
Molecule	L3MBTL1 block	KDM4E inh	Tau ThT inhib	ALDH1A1 block	RECQ1 helicase
O=C(/C(=C/O)N=Nc1ccccc1)c1cccs1	-25%	-2%	28µM*	10µM*	-2%

Further entries
SMILES	L3MBTL1 block	Lamin A splicing	KDM4E inh	KinaseGlo FLuc	SMN2 splice enh	Tau ThT inhib	ALDH1A1 block	RECQ1 helicase
CN1CCN(C(=O)CCc2nc3ccccc3c(=O)[nH]2)CC1	nt	14%	-2%	-2%	3%	0%	5%	i
CCOC(=O)CN(C(=O)CNC(=O)c1cccs1)C(C(=O)NC1CCCCC1)c1cccnc1 (stereo unspecified)	1%	-4%	-7%	-1%	1%	-8%	-4%	-3%
CC(C)Cn1c(SC(C)C(=O)Nc2ccc(N3CCOCC3)cc2)nc2ccccc21 (stereo unspecified)	-19%	-8%	2%	1%	-6%	?	-17%	-7%
Cc1ccc(-c2csc(NC(=S)NC(=O)c3cccs3)n2)cc1	-2%	-2%	6%	-2%	20%	?	-4%	-1%
COc1ccc(Cl)cc1NC(=O)CN(C)CC(=O)Nc1ccc(Br)cc1	nt	nt	4%	-1%	-24%	-12%	-2%	-2%
O=c1ccc2c(OCCCCc3ccccc3)c3ccoc3cc2o1	nt	?	?	-1%	-17%	-20%	?	-2%
O=C(O)CSCC(=O)Nc1ccc(S(=O)(=O)N2CCCCC2)cc1	-7%	?	8%	-1%	9%	-11%	-4%	5%
COc1ccc(NC(=O)N2CC[C@@]3(CCCNC3)C2)cc1	nt	nt	nt	-5%	21%	nt	14µM*	-7%
CCCCOCCCNC(=O)c1cccs1	9%	25%	6%	-5%	-8%	-6%	8%	-5%
Cc1ccc2c(c1)N(C(=O)c1ccco1)C(C)(C)c1ssc(=S)c1-2	nt	20%	2%	1%	-4%	?	0%	-4%
O=S(=O)(c1ccc(Br)s1)N1CCc2ccccc2C1	16%[11.4 µM]	-11%	3%	4%	-57%[inhibitor]	1%	-26%	0%
O=C(O)c1ccc(Nc2nc(-c3cccnc3)nc3ccccc23)cc1	1%	nt	3%	nt	nt	7%	-8%	i
Cc1ccc[n+](C(C)C(=O)Nc2ccc(C)c([N+](=O)[O-])c2)c1 (stereo unspecified)	-6%	8%	5%	-1%	-13%	-2%	2%	-3%
CSc1nnc(-c2ccccc2SC)o1	-2%	?	?	-1%	0%	3%	-15%	-1%
Cc1ccc(N(CC(=O)Nc2c(C)n(C)n(-c3ccccc3)c2=O)S(C)(=O)=O)cc1C	-11%	?	2%	0%	-10%	4%	1%	11%
O=c1c(C(c2ccccc2)c2c(O)sc3ccccc3c2=O)c(O)sc2ccccc12	nt	?	-16%	-1%	-25%	?	1%	32µM*
COc1ccc(C2NC(c3ccc(OC)cc3)C(c3ccccc3)C(=O)C2c2ccccc2)cc1 (stereo unspecified)	-14%	-17%	-5%	1%	-13%[1.84 µM]	-11%	?	-9%
COc1ccc(-c2nnc(NC(=O)c3cc(C)on3)s2)cc1	-1%	-8%	?	1%	?	?	-5%	-1%
O=C(Oc1ccccc1C(=O)Oc1ccccc1)c1cccnc1	25%	?	9%	0%	6%	-9%	?	i

Bioassay records: PubChem, National Center for Advancing Translational Sciences (NCATS)
